High-throughput results from PubChem BioAssay.
Tau fluor cs – counter-screen for tau fibril formation inhibitors; AID 1463; tau K18 P301L (four-repeat tau fragment) Alexa594 fluorescence, heparin fibrillization; Potency, µM (series often up to 57.7 µM), inactives show top-dose activity change, negative = decrease; 280,000 tested, 0.93% active; note: % is set by controls: 0 for no effect and ±100 for the full control effect; nearly all actives have a fitted effect of over 55% in size
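Human K18 P301L tau (15 uM unlabeled plus 0.24 uM Alexa 594-labeled, final) in 100 mM sodium acetate pH 7 was mixed with compound and 20 uM heparin and incubated 6 hr at 37 C.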
NPSR antagonist – neuropeptide S receptor (human) antagonism, cAMP; Q6W5P4; CHO-NPSR cells, cAMP TR-FRET, antagonist mode; Potency, µM (top dose mostly 38.3 µM), for inactives: at the highest dose activity change, negative = inhibition, actives largely listed as inhibitors; 220,000 tested, 1% active; note: % is set by controls: 0 for no effect and ±100 for the full control effect; nearly all actives have a fitted effect of over 50% in size; many of its hits are not listed in these tables
Target sequence (Q6W5P4 whole entry, looked up): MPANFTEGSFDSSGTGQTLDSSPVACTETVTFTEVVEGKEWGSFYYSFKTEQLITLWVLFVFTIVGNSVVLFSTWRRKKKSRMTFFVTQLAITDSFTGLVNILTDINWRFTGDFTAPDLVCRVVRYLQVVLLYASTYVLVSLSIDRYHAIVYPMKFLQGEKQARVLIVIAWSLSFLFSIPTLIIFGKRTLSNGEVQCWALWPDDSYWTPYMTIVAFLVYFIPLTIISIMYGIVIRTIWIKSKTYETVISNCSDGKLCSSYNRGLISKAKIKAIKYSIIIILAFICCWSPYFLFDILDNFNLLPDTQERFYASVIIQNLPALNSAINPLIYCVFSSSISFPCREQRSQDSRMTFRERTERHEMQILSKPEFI
aGal spleen mod – alpha-galactosidase A (human) modulation; P06280; human spleen homogenate, 4MU-alpha-Gal fluorescence, 40 min; Potency, µM (doses to about 80 µM), inactives show at the highest dose activity change, negative = inhibition, most hits filed as inhibitors; 240,000 tested, 0.008% active;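 note: 0% = enzyme with vehicle and -100% = no enzyme basal signal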
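Spleen homogenate 1 ug + cpd (titration) + 4-MU-alpha-D-galactopyranoside 1 mM; 37C 40 min; 50 mM citrate/phosphate pH 5.0, 0.01% Tween-20; stop pH 10; fluorescence 365/440; AC50 via Hill.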
GAA inhib – alpha-glucosidase (human) inhibition; purified human GAA, 4-MU-alpha-glucoside fluorescence; Potency, µM (doses to about 76.9 µM), inactives show at the top dose activity change, negative = inhibition, usual class: inhibitors; 200,000 tested, 0.005% active; AID 1466;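 note: plate controls were uninhibited enzyme wells for no effect and no-enzyme background for full effect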
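Read-out is 4-methylumbelliferone fluorescence (Ex 365/Em 440 nm) after NaOH/glycine stop at pH 10. Enzyme 4 nM, substrate 400 uM, pH 5.0 citrate buffer, 20 min room temperature; AC50 from Hill-equation concentration-response.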
GAA glycogen mod – alters human alpha-glucosidase cleavage of glycogen. recombinant GAA, glycogen substrate, Amplex Red glucose oxidase fluorescence. Potency, µM (series often up to 76.4 µM), without a hit: top-dose activity change, negative = inhibition, usual class: inhibitors. 300,000 tested, 0.38% active. AID 2100;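 note: 0% = full enzyme reaction and -100% = no-enzyme basal signal; the screen sought inhibitors and activators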
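Recombinant human enzyme (4 nM); glycogen substrate; 37 C, 40 min, pH 5.0. Readout: coupled glucose oxidase/Amplex Red fluorescence.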
Epigenetic derep – epigenetic control regulation, reporter derepression. murine LDR cells, GFP reporter derepression, 30 h. AID 1865. 280,000 tested, 0.2% active. Potency, µM (doses to about 53.9 µM), for the others: at the top dose GFP activation, most hits filed as activators; note: % of control where 0% means no effect; nearly all actives have a fitted effect of over 60% in size
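Murine LDR cells carrying a silenced, genomically integrated CMV-driven GFP reporter were exposed to compound for 30 hours at 37 C. After PBS washes, GFP-positive cells (20–120 um objects) were counted by laser-scanning microplate cytometry.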
ALDH1A1 block – blocks purified human ALDH1A1 activity. Potency, µM (titrated, usually from 75.3 µM), without a hit: at the top dose activity, negative = inhibition, actives largely listed as inhibitors. 220,000 tested, 7.3% active. Purified ALDH1A1, NADH fluorescence, propionaldehyde substrate; active = well fitted inhibition curve with a large enough effect, not every such curve was filed as active; inconclusive = small, poorly fitted or top-dose-only effect, or another doubt; inactive = no such curve, though single readings can be large or run the other way;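 note: plate controls were no enzyme wells and a reference inhibitor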
Target sequence (P00352 whole entry, looked up): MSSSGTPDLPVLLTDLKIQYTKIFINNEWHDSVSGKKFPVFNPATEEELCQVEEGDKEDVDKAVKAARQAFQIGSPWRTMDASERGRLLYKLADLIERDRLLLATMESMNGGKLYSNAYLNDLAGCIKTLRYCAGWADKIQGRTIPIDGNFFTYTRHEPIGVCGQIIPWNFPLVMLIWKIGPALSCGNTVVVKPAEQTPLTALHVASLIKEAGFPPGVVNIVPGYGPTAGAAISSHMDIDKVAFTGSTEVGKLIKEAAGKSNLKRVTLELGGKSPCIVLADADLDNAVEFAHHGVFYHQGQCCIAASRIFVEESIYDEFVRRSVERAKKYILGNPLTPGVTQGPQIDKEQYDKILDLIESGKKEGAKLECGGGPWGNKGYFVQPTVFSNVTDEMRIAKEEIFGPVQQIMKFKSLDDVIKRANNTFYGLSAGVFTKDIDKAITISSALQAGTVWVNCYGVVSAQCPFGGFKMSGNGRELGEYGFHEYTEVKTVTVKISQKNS
aGlu spleen mod – inhibitors or activators of human alpha-glucosidase in spleen homogenate; human spleen homogenate, 4-MU-alpha-glucoside fluorescence; 240,000 tested, 0.006% active; AID 2112; Potency, µM (highest dose often 79.9 µM), inactives show at the top dose activity change, negative = inhibition, most hits filed as inhibitors;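 note: 0% = enzyme with vehicle and -100% = no enzyme basal signal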
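AC50 values come from Hill-equation fits of concentration-response data, normalized to no-enzyme and full-activity controls. Enzyme source: 1 ug human spleen homogenate; 1 mM fluorogenic 4-MU glucoside, pH 5.0 citrate buffer, 37 C, 40 min.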
* = called active by the depositor; ? = inconclusive; . = no result given; & = joins results of further samples; [ ] = dose if it differs, or a comment. Unless noted, calls come from the whole dose curve; as a rule, active = well fitted curve in the direction sought with a large enough effect; inconclusive = small, poorly fitted or top-dose-only effect, or another doubt; inactive = no such curve, though single readings can be large; an effect the other way counts as inactive or inconclusive. Potency is the fitted concentration of half-maximal effect. This is a subset. The share of hits here may be higher or lower than overall.

SMILES	Tau fluor cs	NPSR antagonist	aGal spleen mod	GAA inhib	GAA glycogen mod	Epigenetic derep	ALDH1A1 block	aGlu spleen mod
CCC(=O)N1CCc2cc(S(=O)(=O)NC(Cc3ccccc3)C(=O)Nc3nccs3)ccc21 (stereo unspecified)	-9%	-6%	-1%	-1%	2%	1.4%	?	1%
O=S(=O)(c1ccc2ncn(O)c2c1)N1CCOCC1	1%	12%	6%	-13%	-18%	-2.5%	-10%	7%
O=C(NCCc1ccc(Cl)cc1)c1nnc(Cc2ccc(Cl)cc2)o1	-7%	-3%	4%	-3%	6%	2.0%	-2%	4%
CC(C)CNC(=O)c1cc2nc3c(c(C(F)(F)F)n2n1)CCc1ccccc1-3	-3%	-3%[46.1 µM]	2%	4%	-6%	-3.3%	?	2%
COc1ccc(COC(=O)N/N=C2/C[C@@H](O)[C@@H](O)[C@@H]3[C@@H]4C(=O)N([C@@H](C)c5ccccc5)C(=O)[C@H]4CC[C@H]23)cc1	-1%[11.6 µM]	.	-4%[17.5 µM]	.	.	0.0%[10.1 µM]	4%[13.5 µM]	-1%[17.4 µM]
CC(NCc1cccs1)c1ccccc1 (stereo unspecified)	-2%	7%	-4%	10%	10%	-1.6%	-9%	-1%
O=C(COc1ccccc1[N+](=O)[O-])Nc1cc(C(=O)O)cc(C(=O)O)c1	-4%	21%	-4%	2%	3%	2.3%	0%	-1%
OCCN1CCN(c2ncnc3c2c(-c2ccccc2)cn3-c2ccc(F)cc2)CC1	-6%	-34%	4%	-3%	9%	1.8%	-2%	-4%
CC1CCCCC1NC(=O)CSc1ccsc1[N+](=O)[O-] (stereo unspecified)	-15%	-20%	2%	-6%	9%	-0.1%	0%	-2%
N=c1n(Cc2ccccc2)c2ccccc2n1CC(O)c1ccccc1 (stereo unspecified)	-6%	5%[46.1 µM]	-1%	-11%	1%	-1.6%	7%	0%
CC(C)CCNC(=O)c1ccc(OC2CCN(S(=O)(=O)N(C)C)CC2)cc1	-6%	-6%	-2%	10%	-8%	-4.7%	-1%	0%
COc1ccc(CN(C)C2CCCCC2)cc1	-7%	-8%[46.1 µM]	-17%	-4%	6%	1.0%	0%	-9%
Cc1ccc(-n2c(SCC(N)=O)nnc2-c2ccc(S(=O)(=O)N3CCCCC3)cc2)c(C)c1	-3%	-21%[46.1 µM]	8%	-13%	-5%	2.2%	?	-1%
O=C(COc1nsnc1N1CCOCC1)Nc1ccc(Cl)cc1	-12%	5%	2%	1%	16%	0.4%	-2%	9%
Cc1cc(OCCn2ccnc2)ccc1C(C)C	4%	1%	4%	2%	5%	-0.9%	5%	0%
O=C(C1CCN(c2nnc(-n3cccc3)s2)CC1)N1CCc2ccccc2C1	7%	-12%[46.1 µM]	0%	2%	-7%	5.0%	2%	-4%
O=C(Cn1cnc2ccccc2c1=O)NCCC(=O)Nc1ccc2c(c1)OCCO2	-3%	-8%[46.1 µM]	9%	3%	-6%	3.2%	?	-4%
O=C(Nc1ccc(N2CCCCC2)cc1)c1cncc(Br)c1	-27%	-15%[46.1 µM]	-2%	-7%	-1%	5.7%	-7%	-11%
COc1ccccc1N1CCN(CC(=O)c2ccc3ccn(C(C)=O)c3c2)CC1	-16%	-4%[46.1 µM]	-5%	-2%	21%	-1.2%	?	-7%
CSC1=NCCN1S(=O)(=O)c1ccc2ccccc2c1	-10%	-10%	-12%	6%	1%	-1.5%	?	1%
CCOC(=O)c1c(-c2ccc(C)o2)csc1NC(=S)NC(=O)c1cccs1	?	-30%	-11%	-13%	4%	0.0%	18µM*	-10%
Cc1cc(C)cc(N(C(=O)c2csnn2)C(C(=O)NC(C)(C)C)c2ccncc2)c1 (stereo unspecified)	11%	7%	-3%	-5%	-21%	-6.0%	0%	-3%
OCCNCc1ccc(OCc2ccc(Cl)cc2Cl)cc1	-10%	-31%	5%	6%	-11%	0.2%[10.1 µM]	5%	-9%
COC(=O)c1sccc1NC(=O)c1ccc(Br)o1	-10%	-19%[46.1 µM]	0%	-5%	-2%	-0.9%	?	-2%
COCCn1c(CN2CCN(C)CC2)nc2c1c(=O)n(C)c(=O)n2C	-3%	-10%[46.1 µM]	0%	8%	8%	-4.4%	?	-2%
CNC(=S)N1N=C(c2ccc(Br)cc2)CC1c1ccc(OC)cc1 (stereo unspecified)	-15%	-27%	3%	-8%	?	-1.3%	7.1µM*	4%
N#Cc1cc(-c2ccccc2)cnc1Cl	-13%	?	8%	-16%	-2%	-0.8%	3.5µM*	10%
Cc1cccc(NC(=O)CSc2nncn2-c2ccccn2)c1	3%	36%	4%	-7%	0%	1.4%	?	3%
Cc1nc2ccccc2n1CC(=O)NC1CCCCCC1	-4%	0%	-3%	.	6%	0.9%	.	-5%
CC(C)(C)NC(=O)NCC1CCCC1NC(=O)NC(C)(C)C (stereo unspecified)	3%	6%	8%	.	-1%	0.8%	.	-2%
Cc1ccc2c(NC(=O)C3CC3)c(C)ccc2n1	-4%	11%[7.67 µM]	5%	-10%	-7%	-1.0%	1%	2%
CN1C(=O)C2(NCCc3c2[nH]c2ccccc32)c2ccccc21 (stereo unspecified)	7%	-14%[46.1 µM]	-1%	2%	6%	-1.3%	5%	-6%
N#CCCN1CCN(S(=O)(=O)c2cc(Cl)ccc2Cl)CC1	5%	12%	-5%	5%	-2%	-1.3%	-1%	1%
CC(C)Nc1cc(C(F)(F)F)nc(-c2ccccn2)n1	0%	-6%[46.1 µM]	-2%	-5%	1%	0.0%	6%	-2%
COc1ccccc1C(=O)NC1CCCCCCC1	-5%	4%[46.1 µM]	-1%	4%	1%	-6.2%	-11%	-1%
CCN1CCN(c2nc(N(C)c3ccccc3)nc(N)c2[N+](=O)[O-])CC1	-11%	0%[7.67 µM]	6%	.	-5%	-0.3%	.	0%
CNC(=O)COC(=O)c1ccccc1Oc1ccccc1	-2%	10%[46.1 µM]	-5%	-4%	-5%	0.1%	15%	-4%
Cc1noc(C)c1COC(=O)COc1ccc2c(C)cc(=O)oc2c1	1%	-13%[46.1 µM]	1%	-5%	-7%	4.9%	?	6%
CCCOc1ccccc1C1NC(=O)NC(C)=C1C(=O)OCCOC(C)C (stereo unspecified)	7%	-9%[46.1 µM]	10%	-1%	-8%	-9.0%	-3%	10%
Cc1cccc(CN2C[C@]34C=C[C@@H](C[C@@H]3S2(=O)=O)O4)c1	-9%	17%	-6%	.	6%	2.4%	.	-8%
COc1ccc(C(C)=O)cc1COC(=O)c1cc(C)oc1C	-12%	-22%[46.1 µM]	-5%	-3%	6%	-1.6%	18µM*	-10%
CCOc1ccc(Oc2c(/C=N/NC(N)=O)c(C)nn2-c2ccccc2)cc1	-12%	-1%	2%	-6%	-8%	-0.1%	32µM*	-5%
CC(=O)N(C(C)=O)c1ncc2c([nH]c3ccccc32)c1C#N	14%	-19%[46.1 µM]	2%	-3%	3%	0.9%	?	1%
O=C(NCc1ccccc1)N1CCC(c2nc3ccccc3[nH]2)CC1	10%	-11%[46.1 µM]	-1%	-1%	12%	?	9%	-3%
CC(NC(=O)CCCOc1ccc(Cl)cc1)c1ccccc1 (stereo unspecified)	-4%	-5%	6%	-2%	-4%	-0.9%	-10%	-18%
CC(=O)Nc1ccc(C2=NN(CC#N)C(=O)SC2)cc1	-6%	-14%[46.1 µM]	-14%	-3%	3%	2.1%	0%	-3%
Cc1ccccc1OCc1nc2ccccc2c(=O)n1/N=C/c1c[nH]c2ccccc12	?	-51%	-4%	-4%	-6%	3.5%	1%	1%
CCCN(c1ccc(OCC)cc1)c1ncnc2nc[nH]c12	-4%	-19%[46.1 µM]	1%	-1%	1%	-1.6%	-5%	-2%

Limited to aGlu spleen mod, Tau fluor cs and aGal spleen mod, for 2 of the compounds above:
mol | aGlu spleen mod | Tau fluor cs | aGal spleen mod
Cc1noc(C)c1COC(=O)COc1ccc2c(C)cc(=O)oc2c1 | 6% | 1% | 1%
CC(NCc1cccs1)c1ccccc1 (stereo unspecified) | -1% | -2% | -4%

Other results.
SMILES	Tau fluor cs	NPSR antagonist	aGal spleen mod	GAA inhib	GAA glycogen mod	Epigenetic derep	ALDH1A1 block	aGlu spleen mod
CCN(C(=O)c1cnc(OC)cc1C(F)(F)F)c1ccc(Cl)cc1	-17%	?	-11%	?	2%	-0.3%	-3%	-3%
CCOc1ccc(NC(c2ccccn2)c2oc(CO)cc(=O)c2O)cc1 (stereo unspecified)	-11%	-9%	4%	-14%	-26%	-0.1%	?	-2%
COc1ccc(-c2oc3c(OC)c(OC)c(OC)c(O)c3c(=O)c2OC)cc1OC	-27%	7%	-6%	.	?	-0.5%	-8%	-9%
CCOc1cc2[nH]c(=S)n(Cc3ccc(C(=O)NCCOC)cc3)c(=O)c2cc1OCC	-12%	11%[46.1 µM]	-1%	1%	-2%	2.4%	-4%	-5%
Cc1ccc2nc(-c3ccccc3)c(NC(=O)c3ccco3)n2c1	-2%	-1%	-1%	-9%	0%	-1.0%	5%	-1%
COc1ccc(N2CC(C(=O)Nc3ccc(N4CCOCC4)cc3)CC2=O)cc1 (stereo unspecified)	-10%	-14%[46.1 µM]	0%	-4%	23%	-1.0%	-7%	-7%
CC[C@H](C)[C@@H]1NC(=O)c2cc([N+](=O)[O-])cc(F)c2NCCCC[C@@H](C(N)=O)NC(=O)[C@H](CC(N)=O)NC1=O	-8%	9%	1%	-1%	2%	-3.1%	1%	-6%
CC(=O)Nc1cccc(OCc2ccc(S(=O)(=O)Cc3ccccc3)cc2)c1	-2%	13%	-2%	0%	-3%	5.7%	8%	-2%
COCCN1C=C2C(=O)C(C)(OC(=O)C3CCCC3)C(=O)C=C2C=C1c1ccsc1 (stereo unspecified)	-23%[11.6 µM]	8%	8%[17.5 µM]	.	4%	-1.2%	-14%[13.5 µM]	-5%[17.4 µM]
COc1cc(OC)c2c(-c3ccccc3)cc(=O)oc2c1C(CCN1CCCC(C)C1)c1ccc2c(c1)OCO2 (stereo unspecified)	-1%	?	3%&-1%	.	2%	-1.9%	.	-6%&-2%
CC1(C)Cc2c(sc3c2C(=O)N(c2ccccc2)C2=NCCCN23)CO1	3%	4%[46.1 µM]	-7%	4%	2%	-0.2%	?	1%

Exported with two lines to a compound: 2 of the compounds above
Each structure is followed by: Tau fluor cs | NPSR antagonist | aGal spleen mod | GAA inhib | GAA glycogen mod | Epigenetic derep | ALDH1A1 block | aGlu spleen mod
- O=C(C1CCN(c2nnc(-n3cccc3)s2)CC1)N1CCc2ccccc2C1
  7% | -12%[46.1 µM] | 0% | 2% | -7% | 5.0% | 2% | -4%
- Cc1ccccc1OCc1nc2ccccc2c(=O)n1/N=C/c1c[nH]c2ccccc12
  ? | -51% | -4% | -4% | -6% | 3.5% | 1% | 1%
